High-throughput results as filed in PubChem.
CAL PDZ FP-1 = CAL PDZ peptide-binding inhibitors, primary screen, biochemical, fluorescence polarization, Cer-tagged CAL PDZ, HTS; inhibition, % at 20 µM; Golgi-associated PDZ and coiled-coil motif-containing protein (Homo sapiens), Q9HD26; AID 504414, 2011; purified CAL PDZ, TMR-peptide fluorescence polarization, 1 h; 0.02% of 330,000 active;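 active = highest replicate inhibition of at least 40%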;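 also: plate controls were DMSO neutral control wells for no effect and unlabeled competitor peptide control wells for full effect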
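Material – purified CerCALP PDZ construct · Detection – FP readout, S and P plane fluorescence · Measure – percent inhibition from loss of millipolarization · Controls – unlabelled peptide for full inhibition, DMSO wells as neutral · Probe or stimulus – TMR-labelled reporter peptide T*-PRC34 bound in PDZ groove · Times – 1 h at RT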
AddAB inh = growth inhibition of E. coli expressing H. pylori AddAB, primary screen, AddAB inhibitor project, absorbance; inhibition, % at 11.9 µM; 0.29% of 330,000 active; in the data active = inhibition above about 12%;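 also: 0% = vehicle wells of infected cells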
phage Ecoli inh = growth loss of phage-infected E. coli, primary screen, RecBCD inhibitor project, absorbance, with phage, HTS; inhibition, % at 11.9 µM; 0.26% of 360,000 active; in the data active = inhibition above about 11%
Wnt act = Wnt/beta-catenin pathway activators, primary screen, cell-based, plate reader, single point; Wnt/beta-catenin reporter cell assay, activator; activation, % at 9.35 µM; 1.2% of 300,000 active; AID 743398, 2014; in the data active = activation above about 30%, passing the limit was not always enough;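 also: 0% = neutral control wells and 100% = positive control wells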
CAL PDZ FP-2 = untagged CAL PDZ binding inhibitors, primary screen, biochemical, fluorescence polarization, HTS | purified CAL PDZ, TMR-peptide fluorescence polarization, 1 h | 0.92% of 300,000 active | AID 602252, 2012 | inhibition, % at 24.9 µM;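 active = mean inhibition of at least 30% with at least half of replicates also reaching 30%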;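 also: 0% = DMSO neutral control and 100% = excess unlabeled competitor peptide PRC23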
Ecoli viability = E. coli V3065 growth inhibition, primary screen, counter-screen for AddAB inhibitor project, absorbance, OD600; 18 h; inhibition, % at 11.9 µM; 0.27% of 330,000 active; AID 449728, 2010;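 active = inhibition above the campaign's mean inhibition across all tested compounds plus 3 SD, cut at about 9.9% in these data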;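 also: uninfected addAB+ strain grown without phage in ampicillin broth; 0% = DMSO wells and 100% = ciprofloxacin 0.95 µg/ml wells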
MITF act = activators of MITF-driven TRPM1 promoter reporter, primary screen, cell-based, SK-MEL-5, luciferase, single point | SK-MEL-5 TRPM1-promoter luciferase, 24 h; % of positive control, neutral wells = 0 | activation, % at 12.5 µM | 0.75% of 300,000 active | AID 588334, 2011;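 active = mean activation of at least 80% with every replicate also reaching 80%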;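 also: 0% = neutral control wells and 100% = parthenolide positive control wells; values of inactives mirror those of a sister screen read the other way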
SR-BI HDL uptake = inhibitors of SR-BI mediated HDL lipid uptake, primary screen, ldlA[mSR-BI] cells, fluorescence, single point; 0.96% of 320,000 active; Scavenger receptor class B member 1 (Mus musculus), Q61009; inhibition, % at 12.5 µM; ldlA[mSR-BI] CHO cells, DiI-HDL uptake fluorescence, 3 h;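 active = mean replicate inhibition of at least 70% and a set share of replicates each scoring 70 or more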;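 also: 0% = median of neutral control wells and 100% = median of positive control wells; values of inactives mirror those of a sister screen read the other way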
Target sequence (Q61009 whole entry, looked up): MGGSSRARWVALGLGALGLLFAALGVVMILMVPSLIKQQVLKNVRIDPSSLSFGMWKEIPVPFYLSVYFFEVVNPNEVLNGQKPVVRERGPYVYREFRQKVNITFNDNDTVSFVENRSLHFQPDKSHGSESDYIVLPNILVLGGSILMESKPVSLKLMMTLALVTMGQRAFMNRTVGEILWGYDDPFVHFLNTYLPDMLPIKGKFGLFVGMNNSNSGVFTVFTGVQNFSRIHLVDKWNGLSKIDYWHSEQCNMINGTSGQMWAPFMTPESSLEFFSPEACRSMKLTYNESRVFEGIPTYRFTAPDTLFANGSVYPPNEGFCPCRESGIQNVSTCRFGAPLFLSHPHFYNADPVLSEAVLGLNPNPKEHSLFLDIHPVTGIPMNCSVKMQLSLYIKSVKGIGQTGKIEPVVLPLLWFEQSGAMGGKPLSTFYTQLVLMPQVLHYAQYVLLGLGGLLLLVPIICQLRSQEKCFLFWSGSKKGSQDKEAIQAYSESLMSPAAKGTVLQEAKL
Tat transport = E. coli Tat export inhibitors, primary screen, MC4100, TorA-mCherry reporter, fluorescence, single point. inhibition, % at 10 µM. 0.036% of 340,000 active. AID 488895, 2010;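 active = mean replicate inhibition at least 50% and at least half of replicates individually reaching 50%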;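 also: exported cargo escapes ClpAP degradation while cytoplasmic cargo is degraded and loses fluorescence; 0% = median of neutral control wells and 100% = median of NaSCN control wells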
SR-BI DiI-HDL act = activators of SR-BI mediated DiI-HDL uptake, primary screen, ldlA[mSR-BI] CHO cells, DiI fluorescence; 3 h; 100 = double the neutral-control signal; activation, % at 12.5 µM; 0.096% of 320,000 active; AID 504775, 2011;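 active = mean replicate activation of at least 60% and every replicate at or above 60%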;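 also: 0% = median plate neutral-control signal and 100% = twice that signal; values of inactives mirror those of a sister screen read the other way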
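Assay system: LDL receptor-deficient CHO ldlA cells overexpressing murine SR-BI / Medium: BSA-supplemented, HEPES-buffered Ham's F12, pH 7.4 / Probe or stimulus: DiI-labelled HDL at 10 µg/mL final / Timing: compound with DiI-HDL co-incubation, 3 h at 37 °C / Technique: bottom-read cell fluorescence after medium removal, ex 550/em 595 nm / Measure: HDL uptake via cellular fluorescence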
* marks the source's active call; other numbers are inactive results; x = no result given; & = joins results of further samples.

SMILES	CAL PDZ FP-1	AddAB inh	phage Ecoli inh	Wnt act	CAL PDZ FP-2	Ecoli viability	MITF act	SR-BI HDL uptake	Tat transport	SR-BI DiI-HDL act
CCCC(C)C(=O)Nc1ccccc1C(=O)OCC (stereo not drawn)	0.4	1.8	1.8	x	-2	-3.3	-7	-2	-3	2
CCc1c(C#N)c(=O)[nH]c(=O)n1-c1ccccc1	-1.7	-0.2	1.8	2	0	0.2	x	-3	1	3
COc1ccc(C2C(C(=O)OCC(=O)N3CCCCC3)CCC(=O)N2c2ccc(OC)cc2)cc1 (stereo not drawn)	-0.4	-1.7	0.8	x	-1	-3.5	-9	-13	-6	13
NC(=O)Cn1cnc2c(nnn2-c2cccc(Cl)c2)c1=O	-1.0	x	2.8	-4	-7	x	1	-8	2	8
CN(C)c1ccc(CNC(=O)CCS(=O)(=O)c2ccc3c(c2)oc(=O)n3C)cc1	-0.6	2.0	3.7	-2	63*	-0.9	-1	-4	-1	4
OCC1OC(n2cnc3c(=S)nc[nH]c32)CC1O (stereo not drawn)	0.1	x	18*	17	0	x	-36	-11	6	11
CCOC(=O)C1CCN(C(=S)Nc2cc(C)ccc2C)CC1	0.0	1.4	2.7	-1	-2	0.3	-11	-7	-4	7
CC(=O)N1CCCc2cc(S(=O)(=O)N3CCCC(C(=O)N4CCN(c5cc(C)ccc5C)CC4)C3)ccc21 (stereo not drawn)	-1.5	0.8	1.4	-5	-1	1.4	-19	29	16	-29
CCCN(CC(=O)Nc1ccc(C(N)=O)cc1)CC(=O)Nc1ccc(Cl)cc1Cl	-0.1	2.3	3.2	2	1	-2.6	6	22	-3	-22
CCOc1ccc(NC(=O)CN(C)C(=O)Cc2sc(C)nc2-c2ccc(F)cc2)cc1OCC	-1.2	1.8	1.0	1	-3	-1.4	-1	73*	-1	-73
NC(N)=Nc1nc(CCN2C(=O)c3ccccc3C2=O)cs1	-0.8	1.9	5.8	-1	4	1.4	x	-40	-10	40
Cc1noc(C)c1NC(=O)N(C)C[C@H]1Oc2c(cccc2N(C)C)C(=O)N([C@H](C)CO)C[C@@H]1C	-0.5	x	2.3	0	-2	x	-4	-15	0	15
COc1ccc([N+](=O)[O-])cc1/C=N/NC(=O)CNC(=O)C(c1ccccc1)c1ccccc1	-1.8	-0.7	2.2	x	-2	-2.3	-2	-15	0	15
COc1ccc(-c2noc(CNC(=O)c3ccoc3C)n2)cc1OC	-1.2	2.6	3.4	-5	-3	-1.1	-2	x	-15	x
COc1nccnc1NS(=O)(=O)c1ccc(NC(=O)c2ccccc2Br)cc1	-2.5	3.9	0.2	3	-4	3.8	-6	x	-7	x
Cn1c(SCC(=O)Nc2ccc(NC(=O)c3cccs3)cc2)nnc1-c1ccncc1	-3.4	-1.5	0.7	x	-4	-2.9	x	19	6	-19
COc1cc(/C=C/C(=O)OCC(=O)Nc2cccc(Oc3ccccc3)c2)ccc1O	-0.3	-1.0	2.0	-1	-2	0.0	-2	18	12	-18
CC(=O)N1c2ccc(S(=O)(=O)NCCC(=O)N3CCC(C)CC3)cc2CC1C (stereo not drawn)	-1.6	3.9	1.7	-1	-1	-0.7	-8	1	2	-1
C[n+]1ccc(C(=O)NCc2ccccc2)cc1	-0.1	1.8	x	x	-5	0.5	x	8	-5	-8
Oc1ccc(/C=N/Nc2ccnc3cc(Cl)ccc23)c(O)c1O	2.0	3.2	3.9	-2	-8	0.6	-3	14	-9	-14
Cc1cc2c(cc1C)[n+](C)cn2CC(O)COCC1CC=CCC1 (stereo not drawn)	-0.8	3.2	4.0	-5	15	-1.1	-5	3	-16	-3
O=C(O)c1cccc(S(=O)(=O)N2CCC(Cc3ccccc3)CC2)c1	-0.2	3.5	0.9	4	-3	1.9	x	-7	-4	7
CCC(C)N1CC23C=CC(O2)C(C(=O)OC)C3C1=O (stereo not drawn)	0.2	2.5	3.8	1	x	-0.3	-6	-5	2	5
CCOc1cc(Cl)c(CNCCCN2CCOCC2)cc1OC	0.8	5.6	2.5	0	x	0.2	1	-3	2	3
N/C(=N\OC(=O)Cc1cccs1)c1ccc([N+](=O)[O-])cc1	-1.2	2.4	0.4	x	-5	0.7	9	-35	-2	35
CC1(c2ccccc2)NC(=O)N(CC(=O)NCCN2C(=O)S/C(=C\c3cccnc3)C2=O)C1=O (stereo not drawn)	-1.6	x	2.8	0	-1	x	16	-6	-2	6
O=C(CSc1nnc(C2CC2)n1Cc1ccccc1)c1ccc(S(=O)(=O)N2CCOCC2)cc1	-0.5	2.9	1.9	x	-5	-1.0	-4	6	3	-6
Cc1ccc(C(=O)N2CCC(n3nccc3NC(=O)C3CCOC3)CC2)cc1 (stereo not drawn)	-2.6	4.3	2.6	0	-5	1.3	19	-24	-5	24
Cc1nc(SCC(=O)NC(=O)NCc2ccco2)nc(C)c1C	-0.1	5.1	1.2	1	-1	-0.8	1	6	9	-6
CCCn1c(=O)[nH]c(=O)c2c(C(=O)OCC)cc(-c3cccs3)nc21	-4.1	0.2	3.2	16	-3	-2.5	9	-3	-1	3
COc1ccc(-c2cc(=O)c3c(OC)c(OC)c(OC)c(OC)c3o2)cc1	-1.8	x	0.6	0	-1	x	11	38	1	-38
O=C1C(Cl)=C(N2CCOCC2)C(=O)N1c1ccccc1	0.1	-0.2	1.5	x	-3	-0.8	4	-15	-5	15
COc1ccc(CCNC(=S)N2CCN(S(=O)(=O)c3ccc(Cl)cc3)CC2)cc1	-0.7	0.2	2.3	-3	0	1.8	6	-5	2	5
CC1(C)CC(CC(=O)O)C(=O)O1 (stereo not drawn)	0.4	4.9	2.1	-6	-3	0.9	x	-32	-7	32
Cc1ccc([N+](=O)[O-])c(C)[n+]1C	-2.1	2.1	0.1	-9	-2	-0.4	-23	-7	4	7
CC1CN(C(=O)Cn2cc(S(=O)(=O)CC(=O)N(C)c3ccccc3)c3ccccc32)CC(C)O1 (stereo not drawn)	-1.7	-1.2	0.8	0	1	-0.6	5	-17	-1	17
O=S(=O)([O-])C(c1ccccc1)[n+]1ccccc1 (stereo not drawn)	0.1	-1.6	2.7	2	-3	0.0	8	-31	-8	31
O=C(CCC(=O)N1CCN(c2ccccn2)CC1)c1cccs1	1.4	0.0	-0.9	22	-3	2.3	36	-13	-2	13
Fc1cccc(F)c1/C=C/c1ccc2ccccc2n1	-3.2	2.0	3.5	x	0	-0.9	-6	-36	2	36
Nc1ccccc1-n1c(=O)n(Cc2ccccc2F)c(=O)c2[nH]cnc21	-2.8	-0.6	-1.4	2	-4	-0.4	7	3	-3	-3
Cn1c(CS(=O)Cc2c(Cl)cccc2Cl)nnc1SCc1c(Cl)cccc1Cl (stereo not drawn)	-1.2	-3.1	0.4	-3&-4	-4	0.1	-11	70	2	-70
Cc1ccc(CNC(=O)CCS(=O)(=O)c2cc3c(cc2Cl)NC(=O)CO3)cc1	-1.4	2.5	-1.6	2	0	0.2	2	10	-3	-10
CC(Oc1ccccc1)C(=O)OCC(=O)Nc1ccc2c(c1)OCO2 (stereo not drawn)	-1.4	0.6	3.5	2	0	-1.7	-4	-17	0	17
CC(C)(C)n1nnnc1C(c1cccs1)N(Cc1ccccc1)Cc1cccnc1 (stereo not drawn)	-0.9	4.3	2.2	x	-3	0.1	-6	-3	7	3
CSc1ccccc1C(=O)NCCSC(C)(C)C	-0.5	0.5	0.0	-3	0	0.9	x	-17	3	17
CC(Sc1nnc(-c2ccco2)o1)C(=O)NCCC1=CCCCC1 (stereo not drawn)	-1.0	-3.4	-0.1	0	-3	-2.5	-3	-9	0	9
O=c1[nH]c(Cc2ccccc2)nc2c1oc1ccccc12	-1.7	1.8	3.1	-1	-5	-1.3	0	-7	-1	20
CCOC(=O)C(CC)Sc1ncnc2c1nnn2-c1ccc(F)cc1 (stereo not drawn)	-0.9	2.9	1.7	x	2	-1.7	5	13	3	-13
COCCN(C(=O)c1cc(CN2C(=O)c3ccccc3C2=O)ccc1OC)c1c(N)n(CC(C)C)c(=O)[nH]c1=O	0.0	x	4.8	0	x	x	3	-13	2	13
NC(=O)CSc1nnc(-c2cc3ccccc3o2)n1Cc1ccccc1	0.1	-0.7	1.9	-2	2	0.5	0	-7	-3	7

Reprinted at random: 4 records from the list.
SMILES	CAL PDZ FP-1	AddAB inh	phage Ecoli inh	Wnt act	CAL PDZ FP-2	Ecoli viability	MITF act	SR-BI HDL uptake	Tat transport	SR-BI DiI-HDL act
CC(Oc1ccccc1)C(=O)OCC(=O)Nc1ccc2c(c1)OCO2 (stereo not drawn)	-1.4	0.6	3.5	2	0	-1.7	-4	-17	0	17
NC(=O)CSc1nnc(-c2cc3ccccc3o2)n1Cc1ccccc1	0.1	-0.7	1.9	-2	2	0.5	0	-7	-3	7
O=c1[nH]c(Cc2ccccc2)nc2c1oc1ccccc12	-1.7	1.8	3.1	-1	-5	-1.3	0	-7	-1	20
CC(Sc1nnc(-c2ccco2)o1)C(=O)NCCC1=CCCCC1 (stereo not drawn)	-1.0	-3.4	-0.1	0	-3	-2.5	-3	-9	0	9

Next section:
SMILES	CAL PDZ FP-1	AddAB inh	phage Ecoli inh	Wnt act	CAL PDZ FP-2	Ecoli viability	MITF act	SR-BI HDL uptake	Tat transport	SR-BI DiI-HDL act
CCCS(=O)(=O)c1nc(S(=O)(=O)c2ccc(C)cc2)c(N2CCCC2)s1	-0.1	0.0	2.9	x	0	-0.8	-8	-15	1	15
COc1cccc(C(=O)O[C@@H]2[C@H](Cc3ccccc3)NS(=O)(=O)[C@H]3C[C@@H]4C=C[C@]23O4)c1	1.2	1.3	1.8	-3	-1	-1.4	-3	-30	-3	30
COC(=O)C1=CC(C(=O)c2cccs2)=NN(c2ccc(OC)cc2)C1C(=O)OC (stereo not drawn)	-3.4	2.2	4.0	-8	-19	-2.8	-12	32	0	-32
CCNC(=O)N(CC)C[C@H]1N[C@@](C)(C(=O)OC)[C@H]2C(=O)N(Cc3ccccc3)C(=O)[C@@H]12	0.4	3.5	2.0	-3	-2	-2.0	7	7	-5	-7
COc1cccc(-n2cnc(=O)c3cccnc32)c1	-3.1	3.3	4.7	x	-2	-0.4	-6	5	2	-5
O=C(c1ccc(S(=O)(=O)N2CCOCC2)cc1)N1CCN(c2ccccc2)CC1	-0.4	2.5	2.5	-3	-2	-0.4	x	-2	-13	2
CCOC(=O)CSc1ccc(-c2nc3ccccc3[nH]2)cn1	-1.3	4.2	-0.1	13	3	1.4	5	-18	-4	18
C=CCN(C(=O)C1=NN(C2CCS(=O)(=O)C2)C(=O)CC1)c1nc(-c2ccc([N+](=O)[O-])cc2)cs1 (stereo not drawn)	-0.6	2.1	4.5	-1	-3	1.0	55	61	-1	-61
